# Bioassay records (PubChem)
# OX1R antag-1: blocks the human orexin 1 receptor; inhibition, % at 6.6 µM; AID 485270; 330,000 tested, 1.8% active; O43613; OX1R-expressing cells, FRET antagonist read-out; in the data active = inhibition mostly above about 38%, no sharp cut-off; inactive = mostly below about 40%;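 note: 0% = agonist challenge alone and 100% = reference antagonist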
# Target sequence (O43613 whole entry, looked up): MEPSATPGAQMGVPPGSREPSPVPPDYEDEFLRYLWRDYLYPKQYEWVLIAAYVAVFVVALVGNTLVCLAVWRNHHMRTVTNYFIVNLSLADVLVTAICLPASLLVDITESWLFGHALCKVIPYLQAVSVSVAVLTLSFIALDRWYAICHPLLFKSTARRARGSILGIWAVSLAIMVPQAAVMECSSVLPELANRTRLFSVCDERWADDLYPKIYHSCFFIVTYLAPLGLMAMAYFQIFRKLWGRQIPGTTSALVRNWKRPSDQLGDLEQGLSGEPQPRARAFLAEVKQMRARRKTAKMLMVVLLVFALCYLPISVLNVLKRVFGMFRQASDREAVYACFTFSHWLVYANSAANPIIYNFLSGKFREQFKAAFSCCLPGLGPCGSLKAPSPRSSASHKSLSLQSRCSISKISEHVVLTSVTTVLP
# OX1R antag-2: blocks the human orexin 1 receptor. O43613. CHO/OX1R cells, Fluo-8 calcium fluorescence, orexin A. inhibition, % at 5 µM. 330,000 tested, 0.43% active. AID 434989;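 active = inhibition above its plate's threshold, mean inhibition of all tested compounds on the plate plus 3 SD, cut at about 37% in these data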;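 note: 0% = orexin A challenge wells and 100% = SB-334867-A antagonist wells; not every result past the cut was called active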
# * = called active by the depositor. The order is random, and some 2.1% of all compounds hit somewhere here.
# The line under a structure holds: OX1R antag-1	OX1R antag-2
COc1ccccc1C/C(N)=N/OC(=O)c1cccc([N+](=O)[O-])c1
  26.8	-29.5
O=C(CC12CC3CC(CC(C3)C1)C2)NCC(=O)N1CCCC1
  10.5	5.5
NC(=O)N/N=C/c1ccc([N+](=O)[O-])o1
  66.2*	-2.6
O=C(Nc1ccc(F)cc1)c1cc(-c2ccccn2)nc2c(Cl)cccc12
  6.4	-4.5
CCCC(c1nnnn1CC1CCCO1)N1CCN(c2nc3ccccc3s2)CC1 (centres undefined)
  8.2	-27.4
O=C(Cc1ccc(Cl)cc1Cl)OCC(=O)N1CCCCC1
  9.1	-10.4
CC(=O)Oc1ccc2c(c1)O/C(=C\c1ccncc1)C2=O
  33.5	-10.4
O=C(N/N=C/c1cccc(Oc2ccccc2)c1)c1ccccc1Br
  3.9	-7.9
CCCCNC(=O)CSc1ccc(S(=O)(=O)N2CCOCC2)cn1
  1.9	-5.5
Cc1ccc(S(=O)(=O)N(C)c2ccc(C(=O)N(CC(C)C)C3CCS(=O)(=O)C3)cc2)cc1 (centres undefined)
  12.6	-15.2
O=C(NCc1cccc(C(F)(F)F)c1)C1CCC(=O)N(C2CCCCCC2)C1 (centres undefined)
  9.7	-19.8
O=S(=O)(Cc1nnnn1-c1ccccc1)c1ccc(F)cc1
  10.2	-15.3
CNC(=S)N/N=C/c1ccc(N(C)C)cc1
  10.0	-0.1
CCn1nc(C)c(NC(=O)/C=C/c2cnn(C)c2C)c1C
  12.8	-1.9
COc1ccc(/C=N/NC(=O)c2ccc(O)cc2)cc1CN1CCCc2ccccc21
  23.0	-17.2
CCn1cc(S(=O)(=O)NCCc2ccc(F)cc2)cn1
  11.0	2.9
COc1cccc(NC(=O)[C@H](C)NC(=O)N2CCn3c2nc2ccccc23)c1
  20.6	-9.6
COc1ccc(NS(=O)(=O)c2ccc(F)c(Cl)c2)cn1
  4.2	-6.9
COc1ccc(NC(=O)CN(C)C(=O)c2ccc3[nH]c4c(c3c2)CC(C)CC4)cc1 (centres undefined)
  23.1	-30.0
CC(C)(CC(=O)N1CCN(c2ccc(Cl)cc2)CC1)CC1=NS(=O)(=O)c2ccccc2N1
  48.0	45.9

# (list continues)
# The line under a structure holds: OX1R antag-1	OX1R antag-2
COc1ccccc1-c1cc(C(=O)Nc2c(C)n(C)n(-c3ccccc3)c2=O)no1
  2.1	-17.8
O=C(O)CSc1cn(Cc2ccccc2)c2ccccc12
  9.8	-2.1
Cc1ccc(C(=O)NCC(=O)OC(C)C(=O)Nc2ccccc2[N+](=O)[O-])s1 (centres undefined)
  13.2	-5.8
COc1ccc(CNc2nc3ccccc3s2)cc1OC
  11.4	-14.5
CCOC(=O)c1cccc(NC(=O)Nc2cc(OC)ccc2OC)c1
  17.3	-26.4
CCOC(=O)Cn1nnc(-c2ccccc2)n1
  6.2	4.0
O=c1[nH]c2ccsc2c(=O)n1CCO
  16.5	-11.9
CC(C)(c1ccccc1)c1ccc(OCCn2cnc3ccccc3c2=O)cc1
  22.4	-30.5
N#Cc1ccc(NC(=S)NC(=O)CCc2ccc(S(=O)(=O)N3CCOCC3)cc2)cc1
  3.1	-7.7
CCN(CC)C(=O)C1CCCN(Cc2ccc(OC)c(C)c2)C1 (centres undefined)
  15.3	-12.7
CC1CCC(NC(=O)c2nc(Cn3ccc([N+](=O)[O-])n3)no2)CC1 (centres undefined)
  -0.5	-19.6
CCc1nnc(NS(=O)(=O)c2ccc(NC(=O)c3cc4ccccc4oc3=O)cc2)s1
  8.0	-13.5
COc1ccccc1C(=O)Nc1ccnn1C1CCN(Cc2ccccc2OCCO)CC1
  19.7	-17.0
COC(=O)c1ccc(C(=O)Nc2ccc3nc(-c4ccncc4)[nH]c3c2)cc1
  2.6	-22.7
CCC1(CC)NC(=O)N(CC(=O)OCC(=O)Nc2ccc(OC(F)(F)F)cc2)C1=O
  -6.4	-5.8
CCOc1ccc(-c2csc(NC(=O)CSCC(=O)O)n2)c2ccccc12
  2.1	-21.6
CC(NCCS(=O)(=O)c1ccc(Cl)cc1)c1cccc(Cl)c1 (centres undefined)
  15.6	-30.9
CCN(Cc1ccccc1)C(=O)c1cccc(OC2CCN(C(=O)C3CC3)CC2)c1
  8.8	-5.9
O=C(NC(Cc1ccccc1)c1nc2ccccc2[nH]1)c1cccc([N+](=O)[O-])c1 (centres undefined)
  30.2	-17.5
Cc1nnc(Nc2ccc(C(=O)O)cc2)[nH]c1=O
  8.2	-25.1

# Already shown: entries from further up.
# The line under a structure holds: OX1R antag-1	OX1R antag-2
CCc1nnc(NS(=O)(=O)c2ccc(NC(=O)c3cc4ccccc4oc3=O)cc2)s1
  8.0	-13.5
COc1ccccc1C(=O)Nc1ccnn1C1CCN(Cc2ccccc2OCCO)CC1
  19.7	-17.0
COC(=O)c1ccc(C(=O)Nc2ccc3nc(-c4ccncc4)[nH]c3c2)cc1
  2.6	-22.7
CCC1(CC)NC(=O)N(CC(=O)OCC(=O)Nc2ccc(OC(F)(F)F)cc2)C1=O
  -6.4	-5.8
CCOc1ccc(-c2csc(NC(=O)CSCC(=O)O)n2)c2ccccc12
  2.1	-21.6
CC(NCCS(=O)(=O)c1ccc(Cl)cc1)c1cccc(Cl)c1 (centres undefined)
  15.6	-30.9

# Next records follow.
# The line under a structure holds: OX1R antag-1	OX1R antag-2
O=C(NCCCN1CCOCC1)c1ccc(CS(=O)(=O)c2ccc(Br)cc2)o1
  5.3	-11.6
Cc1ccc(S(=O)(=O)C(C#N)c2nc3ccccc3nc2N2CCCC2)cc1C (centres undefined)
  12.0	-16.4
O=C(NN=Cc1c(F)c(F)c(F)c(F)c1F)c1ccc(NS(=O)(=O)c2cccs2)cc1
  10.1	-1.2
Cc1nc2sccn2c1-c1nc(-c2cc3ccccc3o2)cs1
  35.2	-28.4
CCc1ccc(S(=O)(=O)NCc2cccs2)cc1
  10.5	-12.3
COc1ccc([C@H]2CC(=O)C=C(c3ccc4ncccc4c3)C2)cc1OC
  20.7	-14.5
CC1CCCN(CCCNC(=O)c2ccc3c(c2)N(Cc2ccc(F)cc2)C(=O)c2ccccc2S3=O)C1 (centres undefined)
  12.3	-39.7
Cc1cccn2c(=O)c3cc(C(=O)NCc4cccnc4)c(=N)n(C(C)C)c3nc12
  40.7*	-15.6
COC(=O)c1cc(C)nc2c1C(=O)C(=O)C=C2N1CCOCC1
  98.8*	-11.5
COCCSc1ccccc1C(=O)N1CCC(Cc2ccccc2)CC1
  14.5	-13.4
Cn1nnnc1SCC(=O)N1CCN(c2ccc(Cl)cc2)CC1
  3.1	-13.2
O=C(NCC1CCCO1)c1cc(S(=O)(=O)N2CCCCC2)ccc1Cl (centres undefined)
  11.3	-6.9
COc1ccc(NC(=O)N(Cc2cc3cc(OC)ccc3[nH]c2=O)CC2CCCO2)cc1 (centres undefined)
  24.2	-25.8
Cc1ccc([C@@H]2CC=C(C(=O)O)[C@H](c3ccccc3)N2S(=O)(=O)c2ccc(C)cc2)cc1
  50.6	-13.1
CC(=O)Nc1cccc(-c2nc3ccc(NC(C)=O)cc3[nH]2)c1
  10.3	-7.5
CC(=O)Nc1nc(C)c(C(C)C)s1
  2.3	-1.9
CCN(CC)c1ccc(NC(=O)C2CCC(CNc3c(N4CCCC4)c(=O)c3=O)CC2)c(C)c1 (centres undefined)
  5.0	-23.1
OCCN(CC#CC(O)(c1ccccc1)c1cccc(F)c1)CCO (centres undefined)
  3.8	-14.8
Cc1ccc(S(=O)(=O)N[C@H](C(=O)OCC(=O)NC(=O)Nc2ccc3c(c2)OCCO3)C(C)C)cc1
  9.9	-4.7
CCCC(C(=O)NCCc1ccc(S(N)(=O)=O)cc1)c1ccccc1 (centres undefined)
  9.4	-12.3

# Next part.
# The line under a structure holds: OX1R antag-1	OX1R antag-2
O=C(CCC(=O)NC1CCN(Cc2ccccc2)CC1)NCc1ccco1
  12.5	-17.8
C/C(CC(=O)Nc1cccc(Cl)c1Cl)=N\NC(=O)c1ccccc1N
  7.5	-22.5
CCOC(=O)c1cc2sccc2n1CC(=O)N1CCCC1
  13.4	-11.0
COc1cc(/C=N/N2CCN(c3ccc(Cl)cc3)CC2)cc(OC)c1OC(C)=O
  1.4	-15.1
COc1ccc(C(=O)N(C(C)C)C(C)C)c(OC)c1
  8.2	-3.6
COc1ccc(NC(=O)Cn2c(=O)n(CC3CCCO3)c(=O)c3ccccc32)c(OC)c1 (centres undefined)
  15.0	-16.8
Cc1nc2c(c3c1[nH]c1ccccc13)C(=O)CC(C)(C)C2
  24.1	-31.9
CCOC(=O)N1C(=O)[C@@](CC)(c2ccccc2)N1C(=O)OCC
  38.4	-9.0
COC(=O)c1[nH]c2ccccc2c1NC(=O)CN1CCN(c2cccc(Cl)c2)CC1
  -1.7	2.3
CC(C)(C)C(=O)N1CCN(c2ccc([N+](=O)[O-])c(NCC3CCCO3)c2)CC1 (centres undefined)
  29.9	-20.8
COc1ccccc1-c1nnc(SC/C(O)=C(\C#N)c2nc3ccccc3[nH]2)n1C1CCCCC1
  10.7	-33.4
Cc1cc(C)c(S(=O)(=O)N(C)CC(N)=O)c(C)c1
  7.1	-11.1
CCCS(=O)(=O)c1ccc(COC(=O)c2cccc(NC(=O)C(C)C)c2)cc1
  11.2	-2.9
O=C(Cc1ccccc1F)OCC(=O)N1CCc2ccccc21
  8.1	-25.9
N#Cc1ccc(C(=O)CSc2nnc(-c3ccc(C(F)(F)F)cn3)s2)cc1
  9.8	-7.4
CC(=O)Oc1ccc(/C=C(\NC(=O)c2ccco2)C(=O)Nc2ccc(C(C)=O)cc2)cc1
  11.7	-14.4
Cc1ccc(-n2c(Cc3cccn3C)nnc2SCC(=O)Nc2nnc(C)s2)cc1
  -1.4	-9.4
Cc1ccc(C)c(OCc2cc(C(=O)N3CCc4sccc4C3)no2)c1
  5.9	-25.0
COc1ccc(-c2cnn3c(N)c(S(=O)(=O)C(C)(C)C)cnc23)cc1
  12.2	-19.3
Cc1ccc(NC(=O)c2cccc(NC(=O)/C=C/c3ccco3)c2)cc1C
  32.6	-2.5

# (cont.)
# The line under a structure holds: OX1R antag-1	OX1R antag-2
O=C(COC(=O)c1cccnc1Cl)NCc1cccs1
  4.2	-7.8
Cn1c(SCC(=O)N2CCc3ccccc32)nc2cccnc21
  5.9	-27.4
Cc1occc1C(=O)N=Nc1c(O)[nH]c2ccc(Br)cc12
  24.8	-17.1
Cc1cc(C)nc(Sc2nc(Nc3ccccc3)nc(Sc3nc(C)cc(C)n3)n2)n1
  1.7	-8.4
Cc1ccc(Sc2c(C)nn(C(=O)C3CC3)c2C)cc1
  8.5	-16.7
CC(=O)c1c(N(C)C)ccnc1C(F)(F)F
  -3.1	-5.5
O=C(CCC1CCCN(C(=O)Cn2cnnn2)C1)NCc1ccccc1F (centres undefined)
  3.9	-4.3
O=C(CCC(=O)c1cccs1)NC1CCCCCC1
  18.1	-22.5
Cn1nc(C(=O)OCC(=O)NC2CCS(=O)(=O)C2)c2ccccc2c1=O (centres undefined)
  11.8	-11.7
Fc1ccccc1/C=N/Nc1ncnc2ccccc12
  29.9	-3.4
CN(C(=O)CSc1nc2ccccc2c(=O)n1C)C1CCS(=O)(=O)C1 (centres undefined)
  11.5	-21.0
S=C(NN=C1C2CC3CC(C2)CC1C3)Nc1ccccc1
  5.8	-10.9
N#C/C(=C\c1cccnc1)C(=O)Nc1cccc2ccccc12
  23.8	-3.8
CCN(CCCNC(=O)c1cn(CC)c2ccc(S(=O)(=O)N(C)C)cc2c1=O)c1cccc(C)c1
  12.7	-34.3
Cc1ccccc1N1CCN(C(=O)c2ccccc2NC(=O)c2ccccc2C(=O)O)CC1
  16.9	-15.0
COc1ccccc1CNC(=O)CN(C)CC(=O)Nc1ccc(F)c(F)c1F
  -3.1	-2.2
CCc1cccc(NC(=O)[C@@H]2CCCN2C2=NS(=O)(=O)c3ccccc32)c1
  6.2	-19.8
S=C(c1ccc(-c2ccc(Cl)c(Cl)c2)o1)N1CCOCC1
  18.9	-23.5
COc1ccc(OCC(=O)N(C)CC2COc3ccccc3O2)cc1 (centres undefined)
  4.8	-8.1
C=CCn1c(=O)c2ccccc2n2c(SCC(=O)Nc3sc(C(=O)N(CC)CC)c(C)c3C(=O)OCC)nnc12
  11.5	-25.8

# The listing continues.
# The line under a structure holds: OX1R antag-1	OX1R antag-2
CN(C)CCCCOc1ccccc1F
  2.6	-6.2
O=C(NCC(=O)N1CCOCC1)OCc1ccccc1
  6.7	-14.4
CCN(CCn1cccn1)Cc1nc(-c2ccc(C(=O)OC)cc2)no1
  2.8	-32.1
CCN(CC)S(=O)(=O)c1ccc(-c2nnc(SCC(=O)Nc3cc(OC)cc(OC)c3)o2)cc1
  12.1	-8.6
CCCCC(=O)Nc1c2c(nn1-c1cccc(C)c1C)CS(=O)(=O)C2
  1.0	-3.6
Cc1coc2cc3oc(=O)c(CC(=O)N4C[C@H]5C[C@@H](C4)c4cccc(=O)n4C5)c(C)c3cc12
  22.2	-13.1
Cc1ccc(-n2[nH]c(C)c(C=Nc3ccc(S(=O)(=O)Nc4nccs4)cc3)c2=O)cc1
  14.4	-0.9
CCCCCn1c(=O)[nH]c2cc(C(=O)NCCN3CCC(C)CC3)ccc2c1=O
  5.9	-12.2
O=C(CSc1nnc2c(n1)[nH]c1ccccc12)Nc1ccc2c(c1)OCO2
  10.9	1.3
CCn1c(O)c(N=NC(=O)C2C(=O)NCC2c2ccccc2)c2ccccc21 (centres undefined)
  42.3	-7.0
O=C(CSc1n[nH]c(=O)n1-c1ccccc1)Nc1ccccc1C(F)(F)F
  14.6	-10.4
Cc1cccc(Nc2nc(N)c([N+](=O)[O-])c(NCc3ccco3)n2)c1
  36.9	-28.2
CC1(C)CC(=O)C2=C(C1)N(c1cccc(O)c1)C1=C(C2)C(=O)CC(C)(C)C1
  47.4	-19.7
CN1CCN(CCCN2c3ccccc3Sc3ccc(C(F)(F)F)cc32)CC1
  18.4	-5.2
